Screens as filed in PubChem BioAssay.
DRD3 agonist = agonists of human D3 dopamine receptor; D3R DiscoveRx beta-arrestin cells, luminescence, 90 min; actives 0.58% (n = 410,000); P35462; AID 652048; max activation, %; in the data active = max activation above about 30%; note: 0% is about no effect; mostly tested at two doses, the higher about 12 µM
Target sequence (P35462 whole entry, looked up): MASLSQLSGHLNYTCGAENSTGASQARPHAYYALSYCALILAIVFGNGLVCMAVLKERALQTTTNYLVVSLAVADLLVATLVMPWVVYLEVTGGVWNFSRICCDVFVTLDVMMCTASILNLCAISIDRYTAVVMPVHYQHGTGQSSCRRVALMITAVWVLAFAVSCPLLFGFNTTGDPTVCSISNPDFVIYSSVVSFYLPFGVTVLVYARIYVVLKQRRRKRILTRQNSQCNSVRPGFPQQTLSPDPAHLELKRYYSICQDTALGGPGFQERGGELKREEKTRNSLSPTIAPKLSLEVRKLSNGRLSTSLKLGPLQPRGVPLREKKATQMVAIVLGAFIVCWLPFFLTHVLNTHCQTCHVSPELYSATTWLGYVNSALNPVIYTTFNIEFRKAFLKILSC
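Cells at 1500/well, incubated overnight, then treated with pinned compounds (dopamine as control) for 90 min at 37 degrees C. DiscoveRx reagent added for 30 - 60 minutes at room temperature; luminescence read.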
GLP1R ag = activates the human GLP-1 receptor; actives 0.007% (n = 380,000); Potency, µM (highest dose often 45.6 µM), inactives show at the highest dose activation, most hits filed as activators; P43220; HEK293 GLP-1R CRE-luciferase, luminescence, 4-6 h; cells express a hypersensitive GLP-1R form; AID 624172; note: potency is the fitted concentration of half-maximal effect; % of control where 0% means no effect
Target sequence (P43220 whole entry, looked up): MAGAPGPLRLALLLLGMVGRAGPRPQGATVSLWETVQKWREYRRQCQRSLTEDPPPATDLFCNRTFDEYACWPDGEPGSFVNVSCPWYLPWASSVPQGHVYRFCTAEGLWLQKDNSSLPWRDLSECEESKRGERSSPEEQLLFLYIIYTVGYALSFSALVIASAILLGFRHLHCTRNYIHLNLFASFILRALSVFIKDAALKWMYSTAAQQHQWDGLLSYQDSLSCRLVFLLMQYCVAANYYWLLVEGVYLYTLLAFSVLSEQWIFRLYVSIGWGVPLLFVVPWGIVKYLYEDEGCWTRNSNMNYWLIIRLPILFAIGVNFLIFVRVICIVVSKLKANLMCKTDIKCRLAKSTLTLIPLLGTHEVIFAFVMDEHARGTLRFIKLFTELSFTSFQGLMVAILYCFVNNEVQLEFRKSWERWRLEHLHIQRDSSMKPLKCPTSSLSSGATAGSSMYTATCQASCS
SW480 rereplic = inducers of DNA re-replication in SW480 colon cancer cells | actives 1.8% (n = 340,000) | AID 624297 | Potency, µM (doses to about 46.1 µM), without a hit: top-dose re-replication activation, usual class: activators | SW480 DNA re-replication, Hoechst DNA content imaging, 48 h; note: potency is the fitted concentration of half-maximal effect; % of control where 0% means no effect; nearly all actives have a fitted effect of over 55% in size
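Hoechst fluorescence of nuclei (405 nm excitation, 500-530 nm emission) measured by plate-scanning imager after 48 hr compound exposure at 37 C; re-replication scored as increased number of nuclei with elevated intensity.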
KB-V1 MDR tox = kills drug-selected multidrug resistant KB-V1 cells; AID 1347076; actives 3.4% (n = 400,000); KB-V1 MDR cells viability, CellTiter-Glo, 72 h; Potency, µM (series often up to 46.1 µM), for the others: at the top dose activity change, negative = cytotoxicity, most hits filed as cytotoxic; note: potency is the fitted concentration of half-maximal effect; % is set by controls: 0 for no effect and ±100 for the full control effect; nearly all actives have a fitted effect of over 60% in size
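Readout: CellTiter-Glo luminescence, 10 min after addition. Cells: KB-V1 MDR subline, 72 h at 37 degrees C with compound. Analysis: corrected, normalized data fitted to concentration-effect curves.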
KB-3-1 tox = kills parental KB-3-1 adenocarcinoma cells; KB-3-1 viability, CellTiter-Glo ATP luminescence, 72 h; actives 1.4% (n = 400,000); Potency, µM (series often up to 46.1 µM), without a hit: at the highest dose activity change, negative = cytotoxic, actives largely listed as cytotoxic; AID 1347075; note: potency is the fitted concentration of half-maximal effect; % is set by controls: 0 for no effect and ±100 for the full control effect; nearly all actives have a fitted effect of over 60% in size
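KB-3-1 parental drug-naive adenocarcinoma cells in DMEM/10% FBS, incubated 72 h at 37 C with pin-transferred compounds across a concentration series. Viability by CellTiter-Glo luminescence; concentration-response curves fitted after normalization.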
IL1B secr inh = inflammasome signaling inhibition, IL-1 beta readout | activity change, % at 57.5 µM | THP-1 LPS/ATP IL-1B secretion, AlphaLISA, 16 h; hits give low values | actives 4.7% (n = 360,000); in the data active = activity change below about -50%; inconclusive = mostly about -30% to -49%; note: % is set by controls: 0 for no effect and ±100 for the full control effect
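THP-1 cells pretreated 1 hr with compounds (up to 57.5 uM final), then stimulated with LPS (250 ng/mL final) plus ATP (1.25 mM final); secreted IL-1B measured by AlphaLISA after 16 hr, decreased signal indicating inhibition.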
D3 antag = D3 dopamine receptor (human) antagonism; P35462; D3R cells, DiscoveRx beta-arrestin luminescence, antagonist mode; hits give low values; max response, negative = inhibition, %; actives 2.5% (n = 360,000); AID 652054; in the data active = max response below about -50%; inconclusive = no clear call, values can overlap the other calls; note: % is set by controls: 0 for no effect and ±100 for the full control effect; mostly tested at two doses, the higher about 12 µM
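Cells plated overnight at 1500 cells/well, then exposed to library compounds with dopamine controls for 90 minutes at 37 degrees C. DiscoveRx reagent added for 30–60 minutes at room temperature; luminescence read, quantitative HTS format.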
HT1080NT lethal = kills 2HG-producing HT-1080-NT fibrosarcoma cells. HT-1080-NT fibrosarcoma viability, CellTiter-Glo ATP luminescence, 48 h. actives 1.6% (n = 360,000). Potency, µM (doses to about 46.1 µM), for the others: top-dose activity, negative = less viability, usual class: cytotoxic. AID 686970;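 note: NT is the 2HG producing partner of a matched IDH1 knockdown line; potency is the fitted concentration of half-maximal effect; 0% = DMSO-treated cells and -100% = media-only wells without cells; nearly all actives have a fitted effect of over 55% in size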
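A 48-hour cytotoxicity screen used HT-1080-NT cells plated 2 hours before compound delivery. ATP-based CellTiter-Glo luminescence measured viability, normalized to DMSO and no-cell controls.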
HT1080 IDH1KD tx = kills HT-1080 cells with IDH1 knockdown; HT-1080 IDH1 knockdown viability, ATP luminescence, 48 h; Potency, µM (titrated, usually from 46.1 µM), for the others: at the highest dose activity, negative = toxicity, most hits filed as cytotoxic; actives 2% (n = 360,000);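 note: potency is the fitted concentration of half-maximal effect; 0% = DMSO wells and -100% = cell-free medium wells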
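Viability of IDH1-knockdown HT-1080 fibrosarcoma cells was assessed by CellTiter-Glo after 48 h at 37 °C with titrated compound; concentration-effect curves were classified by fit quality and response size.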
* marks the source's active call; other numbers are inactive results; & = joins results of further samples; [ ] = dose if it differs, or a comment. Unless noted, calls come from the whole dose curve; as a rule, active = well fitted curve in the direction sought with a large enough effect; inconclusive = small, poorly fitted or top-dose-only effect, or another doubt; inactive = no such curve, though single readings can be large; an effect the other way counts as inactive or inconclusive.

For Cc1ccc(C(=O)N(CC(=O)NC2CCCC2)Cc2cccs2)s1 the results were DRD3 agonist 2, GLP1R ag -1%, SW480 rereplic -5%, KB-V1 MDR tox 5.8µM*, KB-3-1 tox 2%, IL1B secr inh -3, D3 antag 19, HT1080NT lethal 9% and HT1080 IDH1KD tx 11%.
Screening COc1ccc(C2c3[nH]c4ccccc4c3CCN2Cc2ccoc2)c(F)c1 (centres undefined) returned DRD3 agonist -12, GLP1R ag -1%, SW480 rereplic 17%, KB-V1 MDR tox -1%, KB-3-1 tox 0%, IL1B secr inh 0, D3 antag 9, HT1080NT lethal inconclusive and HT1080 IDH1KD tx -23%.
`COc1ccc(CCN2CC(C(=O)N(C)CC(=O)Nc3ccc(Cl)c(C(F)(F)F)c3)CC2=O)cc1OC` (centres undefined) gave DRD3 agonist -2, GLP1R ag 2%, SW480 rereplic 10%, KB-V1 MDR tox 6%, KB-3-1 tox -11%, IL1B secr inh -3, D3 antag 3, HT1080NT lethal -4% and HT1080 IDH1KD tx -22%.
For CC(=O)Nc1ccc(NC(=O)CSc2nccn2Cc2ccc(Cl)cc2)cc1 the results were DRD3 agonist -8, GLP1R ag 2%, SW480 rereplic -8%, KB-V1 MDR tox -2%, KB-3-1 tox -3%, IL1B secr inh inconclusive, D3 antag 3, HT1080NT lethal -5% and HT1080 IDH1KD tx -7%.
Screening Cc1cc(=O)n2nc(N3CCCC3C(=O)NCc3ccccn3)sc2n1 (centres undefined) returned DRD3 agonist 2, GLP1R ag -12%, SW480 rereplic -2%, KB-V1 MDR tox 16%, KB-3-1 tox 11%, IL1B secr inh -16, D3 antag -6, HT1080NT lethal 20% and HT1080 IDH1KD tx 17%.
Screening C=CCCC(=O)N1C[C@H]2CON(C)[C@H]2C[C@H]1c1cccc(Nc2ccccc2)c1 returned DRD3 agonist -4, GLP1R ag -10%, SW480 rereplic -6%[9.22 µM], KB-V1 MDR tox 18%, KB-3-1 tox 2%, IL1B secr inh -3, D3 antag 17, HT1080NT lethal 14% and HT1080 IDH1KD tx 10%.
O=C1ON=C(c2ccccc2)/C1=C/c1cccnc1 was read as DRD3 agonist 4, GLP1R ag -5%, SW480 rereplic -10%, KB-V1 MDR tox inconclusive, KB-3-1 tox -9%, IL1B secr inh -1, D3 antag -18, HT1080NT lethal -10% and HT1080 IDH1KD tx -3%.
Screening CS(=O)(=O)c1ccccc1-c1nnc(NC(=O)c2ccc(S(=O)(=O)N3CCCC3)cc2)o1 returned DRD3 agonist -13, GLP1R ag -7%, SW480 rereplic 3%, KB-V1 MDR tox -4%, KB-3-1 tox 1%, IL1B secr inh -2, D3 antag -30, HT1080NT lethal -9% and HT1080 IDH1KD tx -23%.
COC(=O)COc1ccc2c(-c3ccc(OC)cc3)cc(=O)oc2c1 was read as DRD3 agonist -10, GLP1R ag 1%, SW480 rereplic 2%, KB-V1 MDR tox 15%, KB-3-1 tox 16%, IL1B secr inh 24, D3 antag -25, HT1080NT lethal 16% and HT1080 IDH1KD tx 12%.
Screening Cc1cc2oc(C(=O)Nc3ccc(S(=O)(=O)Nc4nccs4)cc3)cc(=O)c2cc1Cl returned DRD3 agonist 8, GLP1R ag 0%, SW480 rereplic inconclusive, KB-V1 MDR tox 11%, KB-3-1 tox 25%, IL1B secr inh -5, D3 antag 1, HT1080NT lethal 2% and HT1080 IDH1KD tx 1%.
For Cc1cccc([C@@H]2[C@@H]3C(=O)N(Cc4ccccc4)C(=O)[C@@H]3[C@]3(CC(C)C)C(=O)N(c4cccc(F)c4)C(=O)N23)c1 the results were DRD3 agonist 15, GLP1R ag 0%, SW480 rereplic 0%, KB-V1 MDR tox -1%, KB-3-1 tox -8%, IL1B secr inh 5, D3 antag -4, HT1080NT lethal 4% and HT1080 IDH1KD tx 2%.
`Nc1ccc2c(c1)COC2=O` gave DRD3 agonist 5, GLP1R ag -10%, SW480 rereplic -6%, KB-V1 MDR tox 7%, KB-3-1 tox 2%, IL1B secr inh -9, D3 antag 2, HT1080NT lethal 19% and HT1080 IDH1KD tx 3%.
O=C(O)CC1(CC(=O)Nc2ccc(F)c(Cl)c2)CCCCC1 was read as DRD3 agonist 7, GLP1R ag -3%, SW480 rereplic inconclusive, KB-V1 MDR tox 2%, KB-3-1 tox -6%, IL1B secr inh 12, D3 antag -23, HT1080NT lethal -17% and HT1080 IDH1KD tx -27%.
For O=C(OCC(=O)N1CCCCCC1)c1cccs1 the results were DRD3 agonist -10, GLP1R ag -25%, SW480 rereplic -4%, KB-V1 MDR tox -6%, KB-3-1 tox 5%, IL1B secr inh -4, D3 antag -15, HT1080NT lethal 12% and HT1080 IDH1KD tx 1%.
`CCN(CC)S(=O)(=O)c1cc(C(=O)OCC(=O)Nc2ccc(-c3nc4ccc(C)cc4s3)cc2)ccc1F` gave DRD3 agonist -1, GLP1R ag -9%, SW480 rereplic 3%&1%, KB-V1 MDR tox inconclusive, KB-3-1 tox -5%, IL1B secr inh -5, D3 antag 8, HT1080NT lethal -22% and HT1080 IDH1KD tx inconclusive.
Screening N#Cc1ccc(COC(=O)CSc2nnc(C3CCCCC3)n2N)cc1 returned DRD3 agonist 0, GLP1R ag 0%, SW480 rereplic -4%, KB-V1 MDR tox 22%, KB-3-1 tox 21%, IL1B secr inh 3, D3 antag -5, HT1080NT lethal 8% and HT1080 IDH1KD tx -1%.
C=CCn1c(=O)c2c(nc3n2CCCN3CCc2ccc(OC)c(OC)c2)n(C)c1=O was read as DRD3 agonist 6, GLP1R ag 26%, SW480 rereplic 6%, KB-V1 MDR tox 1%, KB-3-1 tox 18%, IL1B secr inh 5, D3 antag 10, HT1080NT lethal -3% and HT1080 IDH1KD tx -5%.
For CCC1(c2ccccc2)NC(=O)N(CC(=O)Nc2ccc(S(N)(=O)=O)cc2)C1=O (centres undefined) the results were DRD3 agonist -4, GLP1R ag -3%, SW480 rereplic -6%, KB-V1 MDR tox 4%, KB-3-1 tox 8%, IL1B secr inh 15, D3 antag -14, HT1080NT lethal 3% and HT1080 IDH1KD tx 18%.
Screening CCOc1ccc(C2C(C(=O)c3cccs3)=C(O)C(=O)N2CCCn2ccnc2)cc1 (centres undefined) returned DRD3 agonist 2, GLP1R ag -4%, SW480 rereplic -6%, KB-V1 MDR tox 17%, KB-3-1 tox -2%, IL1B secr inh 0, D3 antag 15, HT1080NT lethal 7% and HT1080 IDH1KD tx 12%.
Screening Cc1cccc(N(C)S(=O)(=O)c2nnc(NC(=O)c3ccco3)s2)c1 returned DRD3 agonist -7, GLP1R ag -2%, SW480 rereplic -9%, KB-V1 MDR tox inconclusive, KB-3-1 tox 0%, IL1B secr inh 17, D3 antag 9, HT1080NT lethal 10% and HT1080 IDH1KD tx 1%.

A section from the list above, for reference:
For CC(=O)Nc1ccc(NC(=O)CSc2nccn2Cc2ccc(Cl)cc2)cc1 the results were DRD3 agonist -8, GLP1R ag 2%, SW480 rereplic -8%, KB-V1 MDR tox -2%, KB-3-1 tox -3%, IL1B secr inh inconclusive, D3 antag 3, HT1080NT lethal -5% and HT1080 IDH1KD tx -7%.
Screening Cc1cc(=O)n2nc(N3CCCC3C(=O)NCc3ccccn3)sc2n1 (centres undefined) returned DRD3 agonist 2, GLP1R ag -12%, SW480 rereplic -2%, KB-V1 MDR tox 16%, KB-3-1 tox 11%, IL1B secr inh -16, D3 antag -6, HT1080NT lethal 20% and HT1080 IDH1KD tx 17%.

Later entries.
For Cc1ccccc1C(C(=O)NCc1ccco1)N(CC1CCCO1)C(=O)Cn1nnc2ccccc21 (centres undefined) the results were DRD3 agonist 1, GLP1R ag -3%, SW480 rereplic 2%, KB-V1 MDR tox inconclusive, KB-3-1 tox 8%, IL1B secr inh -14, D3 antag 0, HT1080NT lethal -3% and HT1080 IDH1KD tx 13%.
`CCOC(=O)c1cnc2c(Cl)c(Cl)ccc2c1Nc1ccc(N(C)C)cc1` gave DRD3 agonist -13, GLP1R ag -2%, KB-V1 MDR tox 4% and KB-3-1 tox 10%.
Screening c1ccc(Cn2nnc(CNc3ccccc3)c2-c2c(CNc3ccccc3)nnn2Cc2ccccc2)cc1 returned DRD3 agonist -38, GLP1R ag -1%, SW480 rereplic -1%, KB-V1 MDR tox -17%, KB-3-1 tox -15%, IL1B secr inh -15, D3 antag -14, HT1080NT lethal -4% and HT1080 IDH1KD tx -15%.
Screening Cc1nc2sccn2c(=O)c1S(=O)(=O)Nc1ccc(N2CCOCC2)c(Cl)c1 returned DRD3 agonist 5&7, GLP1R ag 1%, SW480 rereplic -2%, KB-V1 MDR tox 1%&-11%, KB-3-1 tox -4%&-23%, IL1B secr inh 33, D3 antag 22, HT1080NT lethal 6% and HT1080 IDH1KD tx -3%.
For Cc1cccc(N(C(=O)c2snc(C(N)=O)c2N)C(C(=O)NCC2CCCO2)c2ccc(N(C)C)cc2)c1 (centres undefined) the results were DRD3 agonist -6, GLP1R ag 6%, SW480 rereplic -2%, KB-V1 MDR tox -18%, KB-3-1 tox -13%, IL1B secr inh -16, D3 antag -18, HT1080NT lethal 14% and HT1080 IDH1KD tx 14%.
`CCCCc1cc(=O)oc2cc(O)ccc12` gave DRD3 agonist 8, GLP1R ag 13%, SW480 rereplic inconclusive, KB-V1 MDR tox -3%, KB-3-1 tox -6%, IL1B secr inh 42, D3 antag 12, HT1080NT lethal -14% and HT1080 IDH1KD tx -13%.
C/C(=N\OCC(=O)Nc1ccc(Br)cc1)c1cccs1 was read as DRD3 agonist 2, GLP1R ag 5%, SW480 rereplic -19%, KB-V1 MDR tox 13%, KB-3-1 tox 6%, IL1B secr inh -3, D3 antag 6, HT1080NT lethal -24% and HT1080 IDH1KD tx inconclusive.
